Screening data (PubChem BioAssay)
TRb SRC2 PPI – TRbeta-SRC2 interaction inhibition; 0.065% of 280,000 active; TRbeta-SRC2 peptide binding, fluorescence polarization; receptor liganded with 1 µM T3; AID 1469; P10828; Potency, µM (doses to about 106 µM), for the others: top-dose activity change, negative = inhibition, actives largely listed as inhibitors;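 further: potency means the concentration at half of the fitted maximal effect; plate controls were bound peptide for no effect and peptide without receptor for full effect; nearly all actives have a fitted effect of over 50% in size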
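Fluorescence polarization of 20 nM Texas Red SRC2 peptide (20-aa NR interaction domain) bound to 0.6 uM human TRb ligand-binding domain, with 1 uM T3, after 5 hr at ambient temperature; inhibition seen as decreased polarization.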
Tau fluor counter – counter-screen for tau fibril formation inhibitors; 0.93% of 280,000 active; tau K18 P301L Alexa594 fluorescence, heparin fibrillization; Potency, µM (series often up to 57.7 µM), for inactives: at the top dose activity change, negative = decrease; AID 1463; further: potency means the concentration at half of the fitted maximal effect; on the % scale 0 is the no-effect control and ±100 the full control effect; nearly all actives have a fitted effect of over 55% in size
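Human tau K18 P301L (15 uM unlabeled, 0.24 uM Alexa 594-labeled) in 100 mM sodium acetate pH 7 with 20 uM heparin, 6 hr at 37 C. ThT 30 uM added, 1 hr ambient; Alexa 594 FP and total fluorescence read at 555/632 nm.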
CBFb-RUNX1 inh – CBF-beta/RUNX1 interaction disruption. 230,000 tested, under 10 active. Q01196+Q13951. Potency, µM (doses to about 59.8 µM), without a hit: at the highest dose activity, negative = inhibition, hits mostly inhibitors. AlphaScreen CBFb-His/RUNX1-biotin binding, biochemical. AID 1477; further: % of control where 0% means no effect
Target sequence (Q01196 whole entry, looked up): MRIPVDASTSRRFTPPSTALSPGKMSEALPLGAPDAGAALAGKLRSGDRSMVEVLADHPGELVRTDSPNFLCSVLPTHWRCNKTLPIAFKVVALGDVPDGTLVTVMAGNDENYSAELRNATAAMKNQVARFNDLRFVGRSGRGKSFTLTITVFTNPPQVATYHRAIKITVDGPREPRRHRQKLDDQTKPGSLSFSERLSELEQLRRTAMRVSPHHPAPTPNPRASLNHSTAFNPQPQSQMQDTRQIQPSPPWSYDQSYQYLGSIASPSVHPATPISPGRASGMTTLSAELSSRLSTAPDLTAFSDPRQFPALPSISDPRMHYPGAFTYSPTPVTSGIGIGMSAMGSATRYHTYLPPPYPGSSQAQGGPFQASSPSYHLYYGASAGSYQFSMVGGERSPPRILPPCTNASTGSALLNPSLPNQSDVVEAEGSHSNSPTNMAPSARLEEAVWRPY
Target sequence (Q13951 whole entry, looked up): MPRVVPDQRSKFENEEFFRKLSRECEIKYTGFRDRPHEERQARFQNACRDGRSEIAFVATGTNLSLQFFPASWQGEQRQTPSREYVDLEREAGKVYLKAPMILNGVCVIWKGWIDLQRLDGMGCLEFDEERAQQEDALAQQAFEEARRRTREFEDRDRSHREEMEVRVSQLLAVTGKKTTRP
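His-tagged CBF-beta and biotinylated RUNX1 (30 nM each) were premixed 20 min at room temperature, exposed to compound for 15 min, then given nickel-chelate and streptavidin AlphaScreen beads (50 ng each). After 90 min, AlphaScreen signal was read.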
aGal spleen mod – inhibitors or activators of human alpha-galactosidase in spleen homogenate; 0.008% of 240,000 active; Potency, µM (top dose mostly 80 µM), for the others: at the highest dose activity change, negative = inhibition, most hits filed as inhibitors; P06280; human spleen homogenate, 4MU-alpha-Gal fluorescence, 40 min;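 further: potency means the concentration at half of the fitted maximal effect; 0% = enzyme with vehicle and -100% = no enzyme basal signal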
Target sequence (P06280 32-429 limits assumed): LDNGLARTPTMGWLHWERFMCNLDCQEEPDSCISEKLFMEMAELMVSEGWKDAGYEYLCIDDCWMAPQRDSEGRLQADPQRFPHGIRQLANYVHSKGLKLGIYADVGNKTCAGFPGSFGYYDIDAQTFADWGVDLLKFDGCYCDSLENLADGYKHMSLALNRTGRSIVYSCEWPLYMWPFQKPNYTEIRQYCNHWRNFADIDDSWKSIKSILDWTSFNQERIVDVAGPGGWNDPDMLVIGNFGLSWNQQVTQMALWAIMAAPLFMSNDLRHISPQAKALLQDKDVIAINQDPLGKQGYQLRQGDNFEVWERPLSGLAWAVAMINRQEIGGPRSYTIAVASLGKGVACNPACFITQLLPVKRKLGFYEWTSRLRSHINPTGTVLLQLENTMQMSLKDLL
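Fluorogenic readout (Ex 365/Em 440 nm) of 4-methylumbelliferone released from 1 mM 4-MU-alpha-galactoside by spleen homogenate, 40 min at 37C, pH 5.0. Data normalized to no-enzyme and enzyme controls; Hill-equation AC50 from compound titrations.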
TexasRed fluor – Texas Red fluorescence interference in TRb-SRC2 counter-screen | AID 1479 | TRb/SRC2 Texas Red total fluorescence interference | 0.29% of 280,000 active | Potency, µM (top dose mostly 106 µM), without a hit: at the highest dose fluorescence change, negative = quenching; active means well fitted curve in either direction with a large enough effect; inconclusive means small, poorly fitted or top-dose-only effect; further: potency means the concentration at half of the fitted maximal effect; on the % scale 0 is the no-effect control and ±100 the full control effect
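Flags fluorescent or light-absorbing compounds by total fluorescence, S + 2P, at 555 nm excitation and 632 nm emission. Mixture: 20 nM Texas Red SRC2 peptide, 0.6 uM human TRb LBD, 1 uM T3, 5% DMSO; compound exposure 5 h at ambient temperature.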
NPSR antag – blocks cAMP signaling of the human neuropeptide S receptor | 1% of 220,000 active | Q6W5P4 | Potency, µM (doses to about 38.3 µM), for inactives: at the highest dose activity change, negative = inhibition, hits mostly inhibitors | CHO-NPSR cells, cAMP TR-FRET, antagonist mode | AID 1461; further: potency means the concentration at half of the fitted maximal effect; on the % scale 0 is the no-effect control and ±100 the full control effect; nearly all actives have a fitted effect of over 50% in size; many of its hits are not listed in these tables
Tau FP inhib – tau fibrillization inhibition (FP); AID 1468; K18 P301L tau heparin fibrillization, Alexa594 FP, 6 h; 0.39% of 280,000 active; Potency, µM (series often up to 57.7 µM), for inactives: at the top dose activity, negative = inhibition, hits mostly inhibitors; P10636; further: potency means the concentration at half of the fitted maximal effect; on the % scale 0 is the no-effect control and ±100 the full control effect; nearly all actives have a fitted effect of over 55% in size
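Compound effects on tau fibrillization are measured by Alexa 594 fluorescence polarization (ex 555, em 632 nm). K18 P301L tau is used at 15 uM with 0.24 uM labeled tracer, and 20 uM heparin induces aggregation over 6 hr at 37 C.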
Epigenetic reg – derepresses silenced GFP reporter in murine cells. murine LDR cells, GFP reporter derepression, 30 h. AID 1865. Potency, µM (series often up to 53.9 µM), for inactives: at the top dose GFP activation, most hits filed as activators. 0.2% of 280,000 active; further: potency means the concentration at half of the fitted maximal effect; % of control where 0% means no effect; nearly all actives have a fitted effect of over 60% in size
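GFP-positive cell count by laser-scanning cytometry (objects 20–120 um) after 30 h, 37 C compound exposure of murine LDR cells; reporter is CMV-GFP integrated at a silenced locus, inducible by HDAC or DNMT inhibitors.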
* = called active by the depositor; ? = inconclusive; nt = not tested or not shown; [ ] = dose if it differs, or a comment. Unless noted, the call rests on the fitted dose curve; in most records, active means well fitted curve in the direction sought with a large enough effect; inconclusive means small, poorly fitted or top-dose-only effect, or another doubt; inactive means no such curve, though single readings can be large; an effect the other way counts as inactive or inconclusive.

Under each structure: TRb SRC2 PPI	Tau fluor counter	CBFb-RUNX1 inh	aGal spleen mod	TexasRed fluor	NPSR antag	Tau FP inhib	Epigenetic reg
- Cc1ccc2cc(CCNC(=O)c3ccc4c(c3)OCO4)c(=O)[nH]c2c1
    -12.0%	-1.5%	?	-3.6%	-2.8%	-13.0%[46.1 µM]	-0.3%	0.0%
- COc1cc(OC)nc(Oc2ccccc2C(=O)Oc2ccc(C)cc2)n1
    -1.6%	-10.2%	12.2%	-4.7%	1.2%	-23.3%[46.1 µM]	-1.3%	0.0%
- CCOC(=O)C(=O)CC(=O)c1ccc2c(c1)OCCO2
    -5.0%	-1.3%	-4.9%	2.6%	-0.5%	3.5%	2.7%	0.8%
- CCOC(=O)c1c(C)noc1CP(=O)(c1ccccc1)c1ccccc1
    -8.8%	7.7%	9.3%	0.6%	-7.3%	-4.8%[46.1 µM]	10.8%	2.3%
- COc1cccc(C(=O)N2CCN(Cc3ccccc3C(F)(F)F)CC2)c1
    -0.9%	-2.7%	11.9%	-14.2%	0.5%	?	10.6%	-0.1%
- Cc1nn(-c2ccccc2)c2sc(C(=O)OCn3nnc4ccccc4c3=O)cc12
    0.8%	-20.4%	4.0%	-1.7%	2.4%	-4.9%	-7.3%	0.0%
- COc1cc2sc(C)nc2c2sccc12
    -10.7%	-9.3%	0.1%	3.9%	-1.0%	-9.8%[46.1 µM]	-2.2%	-5.4%
- Cc1cc(NC(=S)N(CCN2CCCCC2)Cc2ccco2)ccc1Cl
    5.6%	-1.1%	-1.0%	3.0%	0.6%	?	1.8%	-1.9%
- Oc1c(Cl)cc(Cl)cc1C1Nc2ccccc2-n2cccc21 (stereo not given)
    -0.2%	-26.8%	1.6%	3.4%	-0.2%	-9.1%	?	0.0%
- Cc1nnc(N(C)C(=O)c2ccccn2)s1
    -9.0%	4.1%	0.7%	-7.5%	1.5%	-5.9%[46.1 µM]	1.3%	-1.1%

Of the compounds above, two contain four or more nitrogen atoms:
Under each structure: TRb SRC2 PPI	Tau fluor counter	CBFb-RUNX1 inh	aGal spleen mod	TexasRed fluor	NPSR antag	Tau FP inhib	Epigenetic reg
- Cc1nn(-c2ccccc2)c2sc(C(=O)OCn3nnc4ccccc4c3=O)cc12
    0.8%	-20.4%	4.0%	-1.7%	2.4%	-4.9%	-7.3%	0.0%
- Cc1nnc(N(C)C(=O)c2ccccn2)s1
    -9.0%	4.1%	0.7%	-7.5%	1.5%	-5.9%[46.1 µM]	1.3%	-1.1%

Next entries:
Under each structure: TRb SRC2 PPI	Tau fluor counter	CBFb-RUNX1 inh	aGal spleen mod	TexasRed fluor	NPSR antag	Tau FP inhib	Epigenetic reg
- CC(C)CNC(=O)CN(C)S(=O)(=O)c1ccc(F)cc1
    6.2%	3.2%	0.2%	-2.3%	0.3%	5.7%	0.6%	4.8%
- C=C(C)C(=O)OC1(C(F)(F)F)Oc2cc(C)ccc2NC1=O (stereo not given)
    -24.8%	-20.7%	4.7%	-1.3%	-1.9%	10µM*	?	?
- COC(=O)c1ccccc1NC(=O)Cn1c(=O)n(CCCCC(=O)NCc2ccc3c(c2)OCO3)c(=O)c2ccccc21
    -4.0%	-16.7%	nt	nt	-27.1%	nt	1.5%	?
- O=C(COC(=O)COc1ccccc1F)Nc1ccc(Cl)cn1
    -3.5%	-16.3%	8.7%	-5.6%	-2.7%	6.4%[7.67 µM]	-11.0%	0.0%
- O=S(=O)(Cc1ccccc1Cl)c1ncn[nH]1
    -0.2%	-5.4%	13.5%	-2.3%	-1.3%	11.0%	-1.4%	0.7%
- O=C(NCC1CCCN(C(=O)c2cccnc2)C1)c1ccc(-c2ccccc2)cc1 (stereo not given)
    -2.0%	-3.1%	4.0%	4.4%	-9.7%	1.1%	12.2%	0.0%
- COC(=O)c1cc2occc2n1CC(=O)Nc1ccc(C(C)C)cc1
    -5.4%	-1.8%	nt	nt	?	nt	0.8%	1.4%
- Cc1nn(C)c(C)c1NC(=O)c1ccc(Br)o1
    -12.4%	-11.0%	-3.8%	-0.9%	-0.2%	16.3%	?	0.0%
- CC(SCc1ccccc1)C(=O)N/N=C/c1ccc(OCC(=O)NCc2ccco2)cc1 (stereo not given)
    0.7%	-13.8%	-6.3%	-4.4%	-0.2%	10.8%	-5.7%	-1.1%
- CCCS(=O)(=O)N1CCC(C(=O)NCC2CCCO2)CC1 (stereo not given)
    -11.0%	-7.6%	0.9%	2.3%	0.6%	-7.8%[46.1 µM]	5.2%	-0.9%

Looked up above.
Tau FP inhib, O=S(=O)(Cc1ccccc1Cl)c1ncn[nH]1 : -1.4%
Epigenetic reg, COC(=O)c1cc2occc2n1CC(=O)Nc1ccc(C(C)C)cc1 : 1.4%
TRb SRC2 PPI, CCCS(=O)(=O)N1CCC(C(=O)NCC2CCCO2)CC1 (stereo not given) : -11.0%
Tau fluor counter, C=C(C)C(=O)OC1(C(F)(F)F)Oc2cc(C)ccc2NC1=O (stereo not given) : -20.7%
Tau fluor counter, CC(SCc1ccccc1)C(=O)N/N=C/c1ccc(OCC(=O)NCc2ccco2)cc1 (stereo not given) : -13.8%
CBFb-RUNX1 inh, O=C(NCC1CCCN(C(=O)c2cccnc2)C1)c1ccc(-c2ccccc2)cc1 (stereo not given) : 4.0%

(next part)
Under each structure: TRb SRC2 PPI	Tau fluor counter	CBFb-RUNX1 inh	aGal spleen mod	TexasRed fluor	NPSR antag	Tau FP inhib	Epigenetic reg
- O=C(NNC(=O)c1ccccc1Cl)c1ccco1
    -5.0%	-0.1%	7.6%	-14.1%	-4.4%	10.5%	1.8%	0.0%
- CCOc1ccc(-n2c(=O)c3c(C)c(C(=O)N(C)C)sc3n(CC(=O)Nc3ccccc3F)c2=O)cc1
    3.2%	-4.1%	5.6%	2.8%	0.0%	-9.8%	2.4%	0.0%
- O=C(CSCc1ccccc1Br)N/N=C/c1ccc2c(c1)OCO2
    -8.4%	?	-1.7%	-1.8%	-3.0%	2.8%	3.6%	-1.0%
- COc1cc(OC)c2c(c1C(CCN1CCCCC1)c1ccc(N(C)C)cc1)OC(=O)CC2c1ccc(N(C)C)cc1 (stereo not given)
    -1.4%	nt	-23.3%	3.7%	-0.3%	nt	nt	nt
- COc1ccc(/C=C(/NC(=O)c2cccs2)C(=O)NCc2ccco2)cc1OC
    4.4%	-14.2%	4.2%	4.2%	0.4%	8.9%	0.0%	-4.5%
- COCCCNC(=O)CCCC(=O)NCCCOC
    2.2%	1.3%	25.2%	-4.5%	-4.0%	-8.6%[46.1 µM]	6.4%	0.0%
- O=C(CCNC(=O)c1ccccc1)Nc1ccc(F)c(Cl)c1
    -2.7%	-6.1%	-2.3%	3.2%	0.1%	5.3%	12.2%	1.0%
- Fc1cccc(Cl)c1CNn1cn[nH]c1=S
    -4.9%	-7.0%	17.3%	-2.5%	-0.7%	6.9%	-2.5%	-1.9%
- CCN(C(=O)CSc1nncs1)c1c(N)n(Cc2ccccc2)c(=O)[nH]c1=O
    11.3%	-3.5%	-2.3%	-3.4%	-0.3%	-8.7%[46.1 µM]	-1.7%	-6.0%
- CCCNCC1C(Oc2ccc(Cl)cc2)C(=O)N1c1ccccc1C (stereo not given)
    7.5%	-12.1%	17.0%	2.4%	-0.5%	0.4%	7.3%	0.0%
- Cc1ccc(CCNC(=O)c2ccc(CS(=O)(=O)c3ccc(Cl)cc3)o2)cc1
    -26.0%	2.5%	nt	nt	?	nt	-1.6%	4.3%
- CCN1CCC(N(Cc2cccc(OC)c2)C(=O)Nc2cccc(C)c2C)CC1
    -7.9%	1.4%	nt	nt	?	nt	-3.2%	-0.4%
- COc1ccc(NC(=O)Nc2cccc(-c3noc(C)n3)c2)cc1
    -2.9%	-19.0%	nt	nt	2.4%	nt	4.5%	3.6%
- O=C(Cc1ccc(Cl)cc1)Nc1ccc(NC(=O)c2cccs2)cc1
    0.4%	-26.3%	-9.2%	-3.8%	-5.4%	7.9%	?	-0.4%
- COc1cc(C)nc(Nc2nc(C)c(C(C)=O)s2)n1
    -4.5%	0.5%	1.3%	-0.5%	-0.1%	?	-12.3%	-6.8%
- O=C(c1ccco1)N(Cc1cc2ccccc2[nH]c1=O)CC1CCCO1 (stereo not given)
    0.0%	-2.4%	-4.6%	-7.2%	-1.3%	1.2%[46.1 µM]	5.1%	5.2%
- O=C(NNC1CC(=O)N(c2ccc(Br)cc2)C1=O)c1cccnc1 (stereo not given)
    0.0%	-1.8%	5.0%	2.3%	-1.5%	5.1%	4.9%	?
- Cc1ccc(Cl)c2c1=NC(=O)C=2c1[nH]c(=S)[nH]c1O
    6.4%	-2.9%	2.9%	2.5%	2.5%	-27.8%	-0.5%	-0.4%
- COc1ccccc1NCCC(=O)OCC(=O)Nc1ccc(Cl)cn1
    -16.0%	-20.9%	-1.1%	7.9%	1.3%	-12.6%[46.1 µM]	6.7%	-7.4%
- O=[N+]([O-])c1ccc(NNC(=S)Nc2ccc(F)cc2)cc1
    -22.4%	?	?	1.2%	-7.2%	2.1%[46.1 µM]	2.3%	3.0%
- CCOc1ccc(NC(=O)CSc2nc3ccsc3c(=O)n2C(C)CC)cc1 (stereo not given)
    8.1%	-12.0%	nt	nt	1.2%	nt	-15.2%	-1.3%
- O=C(NC(=S)NNC(=O)c1cc2ccccc2cc1O)c1ccco1
    -1.2%	-28.8%	-25.0%	5.2%	-9.7%	-37.1%	12.0%	4.5%
- C/C(CCC(=O)OC[C@@H]1O[C@H](C#Cc2ccccc2)C=C[C@@H]1Oc1ccc(C)cc1)=N/O[C@@H](C)CN1CCCCc2nc(C)c(C)cc21
    0.7%[11.2 µM]	-4.8%[11.6 µM]	21.6%[13.1 µM]	-4.7%[17.5 µM]	1.4%[11.2 µM]	nt	5.5%[11.6 µM]	0.0%[10.1 µM]
- CCc1cccc(C)c1NC(=O)CSc1nc2c(c(=O)[nH]1)CCC2
    4.1%	18.1%	nt	nt	-3.1%	nt	7.6%	-0.3%
- O=C1C=CC(=O)N1c1ccc(N2CCCCC2)cc1
    1.3%	-8.9%	-6.4%	0.3%	-0.6%	-32.8%	-8.4%	?

These rows are one share of the data; rates above refer to the full screens.
